Source: PubChem
Bcl-xL primary: inhibitors of human Bcl-xL, primary screen, biochemical, fluorescence polarization, HTS; Bcl-2-like protein 1 (Homo sapiens), Q07817; GST-Bcl-xL / FITC-Bim BH3 peptide fluorescence polarization; inhibition, % at 10.9 µM; 0.7% of 320,000 active;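 active means inhibition above the mean of all tested compounds plus 3 SD, cutoff set per campaign, cut at about 30% in these data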;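 further: 0% = DMSO wells and 100% = unlabeled Bim-BH3 peptide competitor; inhibitors lower millipolarization by displacing the labeled peptide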
Target sequence (Q07817 whole entry, looked up): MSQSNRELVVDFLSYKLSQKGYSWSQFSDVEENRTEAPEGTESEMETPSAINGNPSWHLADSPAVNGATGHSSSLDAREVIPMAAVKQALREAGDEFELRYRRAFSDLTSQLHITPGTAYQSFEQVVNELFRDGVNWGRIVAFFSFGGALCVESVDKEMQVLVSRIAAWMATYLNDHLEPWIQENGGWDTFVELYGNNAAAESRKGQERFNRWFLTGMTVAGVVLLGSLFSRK
CIT2-GFP yeast: modulators of CIT2-GFP expression in yeast, primary screen, S. cerevisiae, GFP fusion, multiplex flow cytometry, MLPCN library | S. cerevisiae CIT2-GFP strain, 3 h; 100 means same as DMSO wells | GFP response vs DMSO, % at 10 µM | 0.065% of 320,000 active | AID 2029, 2009;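 active means GFP response relative to DMSO above a set limit, near the screen mean plus 3 SD, cut at about 150% in these data; inconclusive means Fewer than 70 cells measured for a yeast strain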;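 further: ratio of well median GFP fluorescence to mean of DMSO wells on the plate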
MEX-5 binding: MEX-5 zinc finger RNA-binding disruptors – biochemical, C. elegans, fluorescence polarization, MLPCN library, primary screen. Zinc finger protein mex-5 (Caenorhabditis elegans), Q9XUB2. MEX-5/FITC-TCR2 RNA binding; stronger effect = lower value. activity score (negative = inhibition of binding), % at 10 µM. 0.38% of 300,000 active;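 active means inhibition past about -25% in most replicates, and total fluorescence under double the plate's negative control median, limit read from the data; inconclusive means replicates evenly split on the limit, or fluorescence at least double controls; inactive means too little inhibition in most replicates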;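 further: 0% = DMSO and -100% = 5 µM competing unlabeled TCR2 RNA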
GLD-1 TGE inh: GLD-1/TGE RNA complex disruptors, primary screen, biochemical, fluorescence polarization; Female germline-specific tumor suppressor gld-1 (Caenorhabditis elegans), Q17339; purified GLD-1 + fluorescein TGE RNA; inhibition, % at 5.96 µM; 0.44% of 320,000 active; AID 2280, 2010;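 active means percent inhibition above a per-plate cutoff, the plate mean of test compounds plus 3 SD, cut at about 30% in these data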;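 further: 0% = DMSO wells with GLD-1 and probe and 100% = wells lacking GLD-1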
Target sequence (Q17339 whole entry, looked up): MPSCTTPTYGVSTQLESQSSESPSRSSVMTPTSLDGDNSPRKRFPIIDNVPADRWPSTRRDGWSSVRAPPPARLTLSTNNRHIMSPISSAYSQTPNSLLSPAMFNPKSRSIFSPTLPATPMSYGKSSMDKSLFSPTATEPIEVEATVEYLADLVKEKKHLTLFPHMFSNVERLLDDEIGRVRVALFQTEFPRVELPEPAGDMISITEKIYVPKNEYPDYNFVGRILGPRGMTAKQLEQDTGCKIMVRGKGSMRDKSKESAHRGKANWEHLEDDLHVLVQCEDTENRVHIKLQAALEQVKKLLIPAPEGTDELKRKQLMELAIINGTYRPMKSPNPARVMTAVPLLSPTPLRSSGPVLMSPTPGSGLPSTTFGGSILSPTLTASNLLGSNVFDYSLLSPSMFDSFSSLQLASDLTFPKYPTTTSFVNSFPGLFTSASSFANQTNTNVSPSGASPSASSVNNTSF
Fam108B inh: mouse Fam108B serine hydrolase inhibitors, primary screen, counter-screen for RBBP9 inhibitor project, biochemical, fluorescence polarization. recombinant Fam108B, FP-Rh probe fluorescence polarization. inhibition, % at 9.51 µM. 0.33% of 300,000 active. AID 1947, 2009;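 active means inhibition above the screen mean inhibition plus 3 SD, computed separately per campaign, cut at about 18% in these data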;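 further: inhibitors lower polarization as less probe binds the enzyme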
MCL1 BIM primary: inhibitors of MCL1 binding to BIM-BH3, primary screen, biochemical, fluorescence polarization; inhibition, % at 10.9 µM; 0.68% of 320,000 active; GST-MCL1 / FITC-Bim-BH3 fluorescence polarization;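 active means inhibition above the mean inhibition of all tested compounds plus 3 SD, set per campaign, cut at about 40% in these data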;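 further: 0% = DMSO wells and 100% = unlabeled Bim-BH3 peptide control; higher means more loss of mP so more displacement of Bim peptide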
Target sequence (Q07820 whole entry, looked up): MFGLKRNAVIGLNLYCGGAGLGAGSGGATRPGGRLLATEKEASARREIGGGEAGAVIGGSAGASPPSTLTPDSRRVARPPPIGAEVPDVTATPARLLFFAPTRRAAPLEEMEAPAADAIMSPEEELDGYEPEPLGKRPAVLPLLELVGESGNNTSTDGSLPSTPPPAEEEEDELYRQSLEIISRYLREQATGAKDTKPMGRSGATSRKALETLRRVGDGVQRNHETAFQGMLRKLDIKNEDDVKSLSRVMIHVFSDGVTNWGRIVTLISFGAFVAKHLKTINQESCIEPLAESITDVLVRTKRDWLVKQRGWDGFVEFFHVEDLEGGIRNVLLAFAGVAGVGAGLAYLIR
VLA-4 inh: inhibition in human VLA-4 binding assay, primary screen, VLA-4 allosteric modulator project, MLPCN library, flow cytometry, VLA-4 expressing cells. inhibition, % (about 7 µM as worked out from the volumes in the protocol). ligand binding flow cytometry. 0.2% of 330,000 active; in the data active means inhibition above about 50%
GRK2 inh: compounds blocking aptamer binding on GRK2 – biochemical, human GRK2, bead flow cytometry, HTS, primary screen; 0.59% of 330,000 active; FAM-aptamer displacement from GRK2; Beta-adrenergic receptor kinase 1 (Homo sapiens), P25098; inhibition of aptamer binding, % at 10 µM; AID 488847, 2010;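 active means inhibition of aptamer binding above 40%, roughly 3 SD of noise, on plates passing a quality check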;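 further: median bead fluorescence of bound FAM aptamer so fluorescent compounds give negative values; no value below 0 was filed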
AGP1-GFP MLPCN: modulators of AGP1-GFP expression in yeast TOR pathway, primary screen, cell-based, multiplex flow cytometry, S. cerevisiae, MLPCN library; GFP response vs DMSO, % at 10 µM; 3 h; GFP as percent of DMSO wells; 0.02% of 320,000 active;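 active means GFP response relative to DMSO above a set limit, near screen average plus 3 SD, cut at about 150% in these data; inconclusive means fewer than 70 cells counted for the yeast strain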;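 further: median GFP channel fluorescence of the gated AGP1 strain per well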
The depositor's hits bear a star; ? = inconclusive; / = not tested or not shown.

SMILES	Bcl-xL primary	CIT2-GFP yeast	MEX-5 binding	GLD-1 TGE inh	Fam108B inh	MCL1 BIM primary	VLA-4 inh	GRK2 inh	AGP1-GFP MLPCN
Cc1ccc(N(C(=O)Cn2nnc3ccccc32)C(C(=O)NCc2ccccc2)c2ccccn2)cc1 (centres undefined)	6	104	0.0	4	7	9	-15	0	97
CC(NC(=O)CC(c1ccccc1)c1cc(Cl)ccc1O)c1ccccc1 (centres undefined)	1	100	1.8	4	0	3	14	2	95
Cc1ccc(C2CC(=O)Nc3sc(C(N)=O)c(N)c32)cc1 (centres undefined)	3	108	-0.7	8	3	9	2	0	102
O=C1CCN(Cc2ccc(O)cc2)CCN1[C@H](CO)Cc1ccccc1	5	69	-0.9	5	6	1	-5	3	76
O=C1N(c2ccc(Cl)c(Cl)c2)CN(Cc2ccccc2)CN1n1cnnc1	4	94	-0.1	6	1	10	11	6	100
Cc1ccc(S(=O)(=O)N(C)c2ccccc2C(=O)Nc2ccc(F)cc2F)cc1	/	101	4.1	/	/	/	-11	2	96
COc1cc(/C=C/c2ccc3cccc(OC)c3n2)c(O)c([N+](=O)[O-])c1	-1	104	0.2	-3	4	3	-3	1	104
N#CC1(NC(=O)COC(=O)c2cccc(-n3cnnn3)c2)CCCCC1	3	98	0.6	-5	0	0	11	1	104
COc1ccc(CCNC(=O)CN2C(=O)CCSc3ccccc32)c(OC)c1	-1	104	0.9	5	-2	-4	6	0	96
O=C(NCc1ccccc1)c1nc(S(=O)(=O)Cc2ccccc2)ncc1Cl	4	94	-0.7	0	0	3	25	3	97
Cc1ccccc1C(=O)OCn1nnc2ccccc2c1=O	1	77	0.1	4	-3	3	-3	0	84
CCCn1nc(C(=O)OCn2nnc3ccccc3c2=O)c2ccccc2c1=O	-2	/	-0.3	5	-3	-9	2	0	/
Cc1ccc(N(C)S(=O)(=O)c2cccc(C(=O)Oc3ccc4c(C)cc(=O)oc4c3)c2)cc1	2	99	1.7	5	-13	4	-10	1	100
CCN(CC)CCNc1nc2ccccc2n1C	3	109	-2.6	3	2	2	2	1	117
Cc1ccc(Cn2nnnc2CN2CCC(NC(=O)c3ccccc3F)CC2)cc1	3	102	0.5	5	-1	-9	4	3	82
Cc1cc(Nc2cc(F)ccc2C)n2nc(C)nc2n1	-1	94	-0.8	1	2	-4	46	1	101
COc1ccc(S(=O)(=O)N2CCOC2CNC(=O)C(=O)NCc2ccc(F)cc2)cc1 (centres undefined)	1	103	-0.8	-1	-2	0	-9	1	103
CC(C)=C(NC(=O)c1ccccc1)C(=O)NC(Cc1ccccc1)C(=O)O (centres undefined)	-4	104	0.9	1	-3	-5	7	0	101
CCc1ccc(Sc2cc(C(=O)NCCN3CCOCC3)c3ccccc3n2)cc1	3	117	2.7	8	0	4	-9	1	102
O=C(NNC(=O)c1ccc(Br)s1)c1csc(N2CCOCC2)n1	4	84	/	-1	/	6	13	33	98
CC(C)CN(CCNC(=O)CN1C(=O)CSc2ccc(S(=O)(=O)N3CCOCC3)cc21)CC(C)C	0	93	-2.1	-1	1	-2	5	0	91
COc1cc(/C=N/n2cnnc2)ccc1OS(=O)(=O)c1ccccc1[N+](=O)[O-]	3	115	0.2	-2	-1	-5	7	0	105
Cc1ccc(S(=O)(=O)c2nc(-c3ccccc3)oc2N2CCC(C(N)=O)CC2)cc1	7	90	-0.8	4	0	12	21	1	91
Cc1ccsc1/C=N/NC(=O)c1ccc2nc[nH]c2c1	1	98	-0.6	-2	1	7	4	0	92
O=C(O)CCCCCN1C(=O)/C(=C\c2cn(-c3ccccc3)nc2-c2cccs2)SC1=S	3	93	0.3	4	-8	7	-11	3	104

Overlap with the part before: 2 entries; new compounds follow.
SMILES	Bcl-xL primary	CIT2-GFP yeast	MEX-5 binding	GLD-1 TGE inh	Fam108B inh	MCL1 BIM primary	VLA-4 inh	GRK2 inh	AGP1-GFP MLPCN
Cc1ccsc1/C=N/NC(=O)c1ccc2nc[nH]c2c1	1	98	-0.6	-2	1	7	4	0	92
O=C(O)CCCCCN1C(=O)/C(=C\c2cn(-c3ccccc3)nc2-c2cccs2)SC1=S	3	93	0.3	4	-8	7	-11	3	104
N/C(=N\OC(=O)C1CCCCC1)c1ccccn1	0	99	1.7	-2	4	-32	6	83*	100
CC(=O)C(Sc1nnnn1-c1ccccc1)C(C)=O	-1	87	1.1	5	1	5	0	0	96
COc1ccc(/C=N/NC(=O)CN2CCS(=O)(=O)CC2)cc1	3	97	2.1	-3	2	10	5	4	101
Cn1c(=O)c2c(ncn2CC(=O)N2CCN(c3ccc([N+](=O)[O-])cc3)CC2)n(C)c1=O	12	96	-0.5	3	0	8	8	0	85
COC(=O)CC(CP(=O)(O)CN(C)C=O)C(=O)OC (centres undefined)	8	101	-0.9	4	1	9	10	2	117
Cc1ccc(C(=O)NC(=S)Nc2ccc3[nH]c(=O)[nH]c3c2)cc1	5	99	-0.9	6	3	16	-11	0	96
CCOc1ccccc1N(CC(=O)Nc1ccc(OC)c(OC)c1)S(=O)(=O)c1ccccc1	6	98	-2.8	-3	0	12	15	4	98
Nn1cnc2sc3c(c2c1=O)CCC3	1	107	-3.6	12	2	0	0	1	106
O=[N+]([O-])c1ccc(NCc2ccccc2)nc1	-12	82	1.7	10	-9	-13	-1	2	93
Cc1cccc(C(=O)NNC(=S)NC(=O)c2cccs2)c1	9	115	-1.8	-1	0	10	-15	0	98
O=C(COc1ccccc1)Nc1ccc2c(c1)C(=O)N(CC1CCCO1)C2=O (centres undefined)	-1	93	0.5	4	-8	-3	-5	1	100
O=C(C1Cc2ccccc2CN1S(=O)(=O)c1ccc(F)cc1)N1CCOCC1 (centres undefined)	5	/	-0.8	4	-1	4	8	2	104
COc1ccccc1CNC(=O)COC(=O)c1ccc(Cl)c(N)c1	-1	105	0.6	-2	4	11	6	0	116
Cc1cc(C)c2cc(C#N)c(NCCCNC(=O)CCC(=O)O)nc2c1	9	111	-1.5	0	0	2	1	0	104
CCN1c2ccccc2NC2C1C(C(C)=O)C(=O)N2c1ccc(Cl)cc1 (centres undefined)	-30	103	-1.6	-14	3	-55	-313	0	102
COc1ccc2[nH]cc(CC(=O)O)c2c1	2	102	/	3	4	2	4	2	103
CCOC(=O)C1CCN(C(=O)C2COc3ccccc3O2)CC1 (centres undefined)	10	106	2.3	0	1	11	5	0	98
O=C1c2ccccc2CCC12N=NCC2c1ccccc1 (centres undefined)	5	?	0.8	3	3	8	-3	0	?
CCOC(=O)Cn1nc(C)n(-c2ccc(C(C)C)cc2)c1=O	1	105	0.3	2	-2	0	34	1	101
O=c1cc(CN2CCC(Cc3ccccc3)CC2)nc2sccn12	2	105	-1.0	11	-2	-1	-9	1	105
C/C=C/c1ccc(OCCOCCNCc2ccccc2)c(OC)c1	6	106	2.3	-4	4	6	8	0	107
CC(C)N1C(=S)SC(C)(C)C1NO (centres undefined)	4	99	-0.5	1	-3	6	2	2	103
Cc1ccc(SC/C(O)=C(\C#N)c2nc3ccccc3n2C)cc1	15	98	0.4	-3	1	15	22	0	96
CC(=O)N=c1n(C)c2ccccc2n1CCOc1ccccc1	4	98	3.8	1	-1	6	30	0	99
CCc1cc2c(CN3CCN(CCO)CC3)cc(=O)oc2cc1O	8	93	-3.3	6	2	10	-2	3	98

(further entries)
SMILES	Bcl-xL primary	CIT2-GFP yeast	MEX-5 binding	GLD-1 TGE inh	Fam108B inh	MCL1 BIM primary	VLA-4 inh	GRK2 inh	AGP1-GFP MLPCN
COc1ccccc1N1CCN(C2CCCC(C)C2)CC1 (centres undefined)	-2	99	-1.4	3	-3	-3	-249	2	99
CC(C)CN1C(=O)C(=O)N(CC(=O)N2CCC(Cc3ccccc3)CC2)C1=O	-1	93	-1.4	2	1	-4	3	1	106
Cc1cc(N)ccc1-n1c(C)ccc1C	11	96	1.2	4	42*	13	0	3	97
O=c1cnnc(Nc2cccc(F)c2)[nH]1	-5	93	-5.9	4	4	-1	5	2	101
Cc1[nH]c2ccccc2c1C(=O)CN1C(=O)C(=O)N(C2CCCC2)C1=O	3	93	3.0	5	4	6	5	0	101
Cc1cc2nc(-c3ccc(SCc4ccc(C#N)cc4)nc3)[nH]c2cc1C	3	100	-0.7	6	26*	2	-26	6	98
Cc1ccc2cc(CN(CC3CCCO3)C(=S)NCc3ccco3)c(=O)[nH]c2c1C (centres undefined)	-1	87	1.5	7	-4	8	-13	0	101
COCCN(C(=O)COC(=O)C1CC1C)c1c(N)n(Cc2ccccc2)c(=O)[nH]c1=O (centres undefined)	-11	102	1.6	4	0	-12	23	0	103
NC(=O)c1ccsc1NC(=O)COC(=O)c1ccc(Cl)c(N)c1	6	118	-3.7	12	0	10	-11	0	104
CC(C)(C)c1cc(CCC(=O)NNC(=O)c2ccncc2)cc(C(C)(C)C)c1O	-2	90	/	7	/	-5	9	2	97
O=C1CN(S(=O)(=O)c2ccc(F)cc2)CCN1	/	97	/	4	/	/	-4	0	99
CCOc1ncccc1C(=O)NCCN1C(=O)S/C(=C/c2cccs2)C1=O	0	104	-3.1	-4	3	14	-7	2	113
O=C(NCc1ccccc1Cl)c1cc2ccccc2oc1=O	0	100	-3.9	-5	8	-2	2	0	97
CCCc1nc(SCC(=O)Nc2nccs2)c2ccccc2n1	2	75	-0.1	-2	0	3	-1	0	12
Cc1cccc(N2CCN(C(=O)C3CCC(=O)N(Cc4ccccc4F)C3)CC2)c1C (centres undefined)	4	93	-2.0	6	-3	7	1	6	89
COc1ccc(C(CNC(=O)CN(C)S(=O)(=O)c2ccc(C)cc2)N2CCCC2)cc1 (centres undefined)	/	103	/	-1	/	/	1	0	102
CC(=O)N1CCc2cc(S(=O)(=O)C(C)CC(=O)Nc3ccc(OC(F)(F)F)cc3)ccc21 (centres undefined)	7	92	3.1	5	0	8	17	2	94
COc1ccc(-c2cc3ccc(OC)cc3cn2)cc1	4	94	/	3	/	0	-6	0	86
CC1=C(C(=O)NCc2ccccc2)C(c2cc(Br)cc(Br)c2OC(C)C)NC(=O)N1 (centres undefined)	6	95	0.3	0	-3	-2	-1	0	100
Cc1cc(C)cc(NC(=O)CSCc2cnn(-c3ccccc3)c2-n2cccc2)c1	3	97	1.0	-3	-5	6	-15	2	99
COc1ccc(C2=NN(C(=O)C(O)c3ccccc3)C(O)(C(F)(F)F)C2)cc1 (centres undefined)	8	98	0.0	2	0	5	14	1	99
CCN1CCN(c2nc(-c3ccc(F)cc3)cc(=O)[nH]2)CC1	1	97	-0.1	1	2	2	11	1	92
Cc1coc2c(C)c3oc(=O)c4c(c3cc12)CCCC4	10	97	-2.4	7	0	6	31	0	96
O=c1c2ccccc2nnn1CSc1nnc(-c2ccco2)o1	6	?	-2.3	3	-3	8	5	2	?

Copied from the list:
Entry of C/C=C/c1ccc(OCCOCCNCc2ccccc2)c(OC)c1 under CIT2-GFP yeast: 106
Entry of O=[N+]([O-])c1ccc(NCc2ccccc2)nc1 under Bcl-xL primary: -12
Entry of Cc1ccsc1/C=N/NC(=O)c1ccc2nc[nH]c2c1 under MCL1 BIM primary: 7
